D1 antagonist – blocks dopamine activation of the human D1 receptor; activity change, negative = inhibition, % at 10 µM; HEK293 TREx D1 cells, calcium flux, dopamine EC80; hits give low values; 3.2% of 360,000 active; in the data active = activity change below about -30%; also: % is scaled to controls: 0 for no effect and ±100 for the full control effect
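Calcium flux readout: force-coupled, inducible Hek293 Trex D1 line, cells induced overnight at 30 C with tetracycline, dye-loaded 30–90 min at RT. Antagonism scored against EC80 dopamine challenge given 180 s after compound.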
RXFP1 ag – agonists of human relaxin receptor RXFP1; HEK293T-RXFP1 cAMP TR-FRET, 30 min; response scale: percent of porcine relaxin response, buffer zero; 0.3% of 370,000 active; Potency, µM (doses to about 57.5 µM), without a hit: at the top dose activation, hits mostly activators; also: potency is read from the fitted curve at half-maximal effect; % is scaled to controls: 0 for no effect and ±100 for the full control effect; nearly all actives have a fitted effect of over 60% in size; many of its hits are not listed in these tables
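HEK293T cells stably expressing RXFP1 were pretreated with the PDE4 inhibitor Ro 20174, exposed to compounds for 30 min at 37C, lysed, and cAMP was read by TR-FRET. Data normalized to buffer (basal) and 29 nM porcine relaxin (100%).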
D1 agonist – human D1 receptor agonism; HEK293 T-REx D1 cells, calcium flux, agonist mode; activation, % at 2 µM; 1% of 360,000 active; AID 504660; in the data active = activation above about 30%; also: 0% is about no effect
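Agonism was scored from calcium flux recorded over 180 s (1 read/s) after pintool compound addition, following a 10-cycle baseline. Cells were inducible force-coupled HEK293 TREx D1, plated overnight at 30 C and loaded with no-wash calcium dye.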
RXFP1 antagonist – RXFP1 (human) relaxin receptor antagonism; HEK293-RXFP1, relaxin-stimulated cAMP HTRF, 30 min; hits give low values; activity change, negative = inhibition, % at 57.5 µM; 0.59% of 350,000 active; AID 1259400;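 active = activity change of -60% or lower, but not beyond a set lower limit; inconclusive = change between -60% and -40%, or beyond the set limit; inactive = change above -40%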; also: % is scaled to controls: 0 for no effect and ±100 for the full control effect
TRHR enhancer – TRH receptor (human) allosteric enhancement. TRHR cells, fluo-8 calcium fluorescence, EC20 TRH enhancement. AID 493056. enhancement, % at 2 µM. 0.66% of 360,000 active. P34981; in the data active = enhancement above about 30%; also: 0% is about no effect
Target sequence (P34981 whole entry, looked up): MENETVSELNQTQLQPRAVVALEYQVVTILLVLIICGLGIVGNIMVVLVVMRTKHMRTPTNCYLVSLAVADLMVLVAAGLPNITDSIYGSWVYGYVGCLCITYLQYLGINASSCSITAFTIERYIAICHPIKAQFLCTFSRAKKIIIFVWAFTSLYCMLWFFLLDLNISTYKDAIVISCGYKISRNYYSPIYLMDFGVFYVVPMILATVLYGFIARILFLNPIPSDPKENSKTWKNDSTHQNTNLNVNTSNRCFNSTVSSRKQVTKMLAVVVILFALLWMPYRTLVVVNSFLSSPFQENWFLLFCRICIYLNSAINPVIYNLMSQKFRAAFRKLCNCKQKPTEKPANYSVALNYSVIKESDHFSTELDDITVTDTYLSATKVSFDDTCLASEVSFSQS
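TRHR-expressing cells loaded with fluo-8 calcium dye were read kinetically (ex 480/em 530) during compound addition, then stimulated with an EC20 of TRH (10 nM final). Enhancement of the Gq-mediated intracellular calcium response was scored.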
TRHR ag – activates the human TRH receptor. P34981. TRHR cells, calcium flux fluo-8, FDSS agonist mode. activation, % at 2 µM. 0.18% of 360,000 active. AID 493084; in the data active = activation above about 30%; also: 0% is about no effect
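TRHR-expressing cells, plated overnight in medium with 10% serum, were loaded with fluo-8 calcium dye at room temperature. After a 10 s baseline, library compound was pin-added and calcium release was recorded kinetically (ex 480/em 530) as agonist response.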
Anesthetic bind – candidate novel general anesthetic via apoferritin binding; P02791; Potency, µM (highest dose often 77.5 µM), for inactives: top-dose activity change, negative = displacement, usual class: inhibitors; 0.074% of 350,000 active; apoferritin/1-aminoanthracene competitive binding, fluorescence; also: potency is read from the fitted curve at half-maximal effect; % is scaled to controls: 0 for no effect and ±100 for the full control effect; nearly all actives have a fitted effect of over 20% in size
Target sequence (P02791 2-175 limits assumed): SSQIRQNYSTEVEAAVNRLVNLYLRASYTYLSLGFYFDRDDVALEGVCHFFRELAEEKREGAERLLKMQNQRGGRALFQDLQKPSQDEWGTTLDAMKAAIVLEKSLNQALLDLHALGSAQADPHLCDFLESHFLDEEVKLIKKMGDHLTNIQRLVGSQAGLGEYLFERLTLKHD
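Apoferritin-based anesthetic binding model; compound displacement of fluorescent 1-AMA measured as endpoint fluorescence after 10 minutes at room temperature, scaled to free-ligand and complex controls.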
D2 PAM – D2 dopamine receptor (human) potentiation; P14416; HEK293 T-REx D2, calcium flux, EC20 dopamine potentiation; potentiation, % at 10 µM; 0.34% of 340,000 active; AID 485347;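 active = potentiation over 3 SD above the plate norm, cut at about 30% in these data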; also: 0% is about no effect
Target sequence (P14416 whole entry, looked up): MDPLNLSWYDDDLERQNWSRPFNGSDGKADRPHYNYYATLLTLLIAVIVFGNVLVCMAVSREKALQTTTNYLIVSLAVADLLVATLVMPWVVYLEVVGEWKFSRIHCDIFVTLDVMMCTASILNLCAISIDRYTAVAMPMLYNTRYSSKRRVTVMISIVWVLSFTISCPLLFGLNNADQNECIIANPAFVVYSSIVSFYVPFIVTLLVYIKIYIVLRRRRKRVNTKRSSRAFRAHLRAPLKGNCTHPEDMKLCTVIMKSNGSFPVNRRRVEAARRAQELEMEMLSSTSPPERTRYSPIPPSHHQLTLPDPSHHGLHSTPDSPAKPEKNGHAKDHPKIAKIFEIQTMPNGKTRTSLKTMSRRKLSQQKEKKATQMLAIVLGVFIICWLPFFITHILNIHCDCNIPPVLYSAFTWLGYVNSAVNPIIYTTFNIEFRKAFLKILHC
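Primary screen. Calcium kinetics in induced HEK293 T-REx D2 cells: compound pre-addition 180 s, EC20 dopamine, 180 s more.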
D1 potentiator – human D1 dopamine receptor positive modulation | P21728 | AID 504651 | HEK293 TREx D1 cells, calcium flux, dopamine EC20 potentiation | potentiation, % at 10 µM | 0.036% of 360,000 active; in the data active = potentiation above about 30%; also: 0% is about no effect
The depositor's hits bear a star. Unless noted, calls follow the shape of the dose curve; as a rule, active = well fitted curve in the direction sought with a large enough effect; inconclusive = small, poorly fitted or top-dose-only effect, or another doubt; inactive = no such curve, though single readings can be large; an effect the other way counts as inactive or inconclusive.

NC(=O)c1c(NC(=O)c2ccc(N3C(=O)CCC3=O)cc2)sc2c1CCCC2 was read as D1 antagonist -11, RXFP1 ag 4.0%, D1 agonist 2, RXFP1 antagonist 6, TRHR enhancer 13, TRHR ag -0.1 and D2 PAM 5.
Screening CC(C)[C@H]1CC[C@@H](C)C(C(=O)c2ccccc2)C1=O (stereo partly specified) returned D1 antagonist 4, RXFP1 ag -1.4%, D1 agonist -1, TRHR enhancer 9, TRHR ag -0.6, Anesthetic bind -1%, D2 PAM 8 and D1 potentiator -2.
CC(C)(C)OC(=O)NCCCCCc1cn(CC(=O)NCCCCCCCCCCC(=O)N2CCN(C(=O)OC(C)(C)C)CC2)nn1 was read as D1 antagonist 0, RXFP1 ag 0.7%, D1 agonist 5, TRHR enhancer -2, TRHR ag -0.6, D2 PAM -7 and D1 potentiator -6.
Screening COc1cnc(-c2ccccc2)nc1Oc1ccc(C(C)(C)C)cc1 returned D1 antagonist 15, RXFP1 ag 0.1%, D1 agonist 5, RXFP1 antagonist -4, TRHR enhancer -2, TRHR ag 0.6, Anesthetic bind -14%, D2 PAM -6 and D1 potentiator -5.
For Cc1ccc2cc(/C=N/NC(=O)c3ccccc3[N+](=O)[O-])c(Cl)nc2c1 the results were D1 antagonist -13, RXFP1 ag 1.6%, D1 agonist 3, RXFP1 antagonist -5, TRHR enhancer 8, TRHR ag -0.1, Anesthetic bind -3%, D2 PAM 5 and D1 potentiator -2.
CN(c1ccccc1)S(=O)(=O)c1cccc(NC(=O)Cc2c(F)cccc2Cl)c1 was read as D1 antagonist -47*, RXFP1 ag 0.4%, D1 agonist 2, RXFP1 antagonist -13, TRHR enhancer -4, TRHR ag -0.1, Anesthetic bind -2% and D1 potentiator -14.
For Cc1nccn1CCC(=O)Nc1ccc(Cl)cc1 the results were D1 antagonist -1, RXFP1 ag -0.9%, D1 agonist 5, RXFP1 antagonist -22, TRHR enhancer -2, TRHR ag 0.1, Anesthetic bind -4%, D2 PAM -11 and D1 potentiator 3.
Screening O=C(/C=C/c1cccc([N+](=O)[O-])c1)N1CCOCC1 returned D1 antagonist -2, RXFP1 ag 0.2%, D1 agonist 3, RXFP1 antagonist -9, TRHR enhancer -7, TRHR ag 0.8, Anesthetic bind 0%, D2 PAM -5 and D1 potentiator 9.
COc1ccc(S(=O)(=O)N2CCN(C(=O)Cc3cccs3)CC2)cc1 was read as D1 antagonist 8, RXFP1 ag -0.5%, D1 agonist 0, RXFP1 antagonist 2, TRHR enhancer -5, TRHR ag 0.0, Anesthetic bind 5%, D2 PAM 4 and D1 potentiator 1.
For Cc1ccc(C(=O)Nc2nc(C)c(C(=O)N(C)C)s2)o1 the results were D1 antagonist -6, RXFP1 ag 0.4%, D1 agonist 8, RXFP1 antagonist 3, TRHR enhancer 11, TRHR ag 0.3, Anesthetic bind -6% and D1 potentiator 6.
Cn1c(=O)cc(SCC(=O)NCc2ccc(F)cc2)c2cc(Cl)ccc21 was read as D1 antagonist -10, RXFP1 ag inconclusive, D1 agonist 2, TRHR enhancer 8, TRHR ag 0.1, Anesthetic bind -5%, D2 PAM -2 and D1 potentiator -3.
`CCC(C)C(NC(=O)C1CCC(C)CC1)C(=O)NCCc1ccc(S(N)(=O)=O)cc1` (stereo unspecified) gave D1 antagonist 2, RXFP1 ag 5.8%, D1 agonist 6, RXFP1 antagonist 11, TRHR enhancer -4, TRHR ag -0.2, Anesthetic bind 0%, D2 PAM 14 and D1 potentiator -3.
For O=C(c1cc(F)c(F)cc1Cl)N1CCN(S(=O)(=O)c2cccs2)CC1 the results were D1 antagonist -19, RXFP1 ag -0.2%, D1 agonist 1, RXFP1 antagonist -5, TRHR enhancer 1, TRHR ag 0.0, D2 PAM 14 and D1 potentiator 3.
`Cc1nc2sc3c(c2c(=N)n1N)CCCC3` gave D1 antagonist -7, RXFP1 ag 9.7%, D1 agonist 1, RXFP1 antagonist -14, TRHR enhancer 4, TRHR ag 0.2, Anesthetic bind -14%, D2 PAM 2 and D1 potentiator 5.
For O=C1CC(N2CCN(C(c3ccccc3)c3ccccc3)CC2)C(=O)N1 (stereo unspecified) the results were D1 antagonist 4, RXFP1 ag 0.7%, D1 agonist 0, RXFP1 antagonist -3, TRHR enhancer -5, TRHR ag -0.7, Anesthetic bind -9%, D2 PAM 8 and D1 potentiator -4.
Screening CCCN(c1ccc(C)cc1)c1nc(=O)c2cccnc2s1 returned D1 antagonist 34, RXFP1 ag -0.5%, D1 agonist 2, RXFP1 antagonist -14, TRHR enhancer 0, TRHR ag -1.7, Anesthetic bind -3%, D2 PAM 4 and D1 potentiator -2.
`CCc1cc(C(=O)OC)c(NC(=O)CN2CCN(C(=O)C3CCCO3)CC2)s1` (stereo unspecified) gave D1 antagonist 7, RXFP1 ag 1.1%, D1 agonist 5, RXFP1 antagonist -6, TRHR enhancer -1, TRHR ag -0.3, Anesthetic bind -7%, D2 PAM 7 and D1 potentiator -2.
For Cc1nc(C(=O)O)cc2c1[nH]c1ccccc12 the results were D1 antagonist 8, RXFP1 ag 4.5%, D1 agonist 2, TRHR enhancer -5, TRHR ag 0.1, D2 PAM -3 and D1 potentiator -2.
COc1cc(-c2nnc(SCC(=O)Nc3ccc(F)c(Cl)c3)o2)cc(OC)c1OC was read as D1 antagonist -11, RXFP1 ag 4.7%, D1 agonist 2, RXFP1 antagonist -2, TRHR enhancer -15, TRHR ag -0.9, Anesthetic bind inconclusive, D2 PAM -22 and D1 potentiator -1.
Cc1ccsc1C(=O)OCC(=O)NCc1ccco1 was read as D1 antagonist 11, RXFP1 ag -0.1%, D1 agonist -1, RXFP1 antagonist -9, TRHR enhancer -2, TRHR ag -0.7, Anesthetic bind -7%, D2 PAM 11 and D1 potentiator 2.
For Cc1ccc(N2C(=O)CC(Nc3ccccc3)C2=O)cc1 (stereo unspecified) the results were RXFP1 ag -1.1%, D1 agonist -2, RXFP1 antagonist 26, TRHR enhancer 4, TRHR ag -0.3, Anesthetic bind -7%, D2 PAM 6 and D1 potentiator 3.
For Cc1ccc(NC(=O)c2cc(=O)c3ccccc3o2)cc1S(=O)(=O)N1CCOCC1 the results were D1 antagonist 8, RXFP1 ag 0.3%, D1 agonist 1, RXFP1 antagonist 2, TRHR enhancer 11, TRHR ag 0.2, Anesthetic bind -7% and D1 potentiator 1.
For CCn1c(C)nnc1SCC(=O)Nc1nccs1 the results were D1 antagonist 4, RXFP1 ag -1.0%, D1 agonist 0, RXFP1 antagonist -11, TRHR enhancer -5, TRHR ag -0.1, Anesthetic bind 8%, D2 PAM 4 and D1 potentiator -3.
`CC(Sc1nc2c(c(=O)n(C)c(=O)n2C)n1Cc1cc2c(cc1Cl)OCO2)C(=O)O` (stereo unspecified) gave D1 antagonist 1, RXFP1 ag 0.4%, D1 agonist 2, RXFP1 antagonist -10, TRHR enhancer 5, TRHR ag 0.0, Anesthetic bind -19%, D2 PAM 1 and D1 potentiator -1.
For CCOc1cc(/C=C(\C#N)C(=O)Nc2ccc(S(N)(=O)=O)cc2)ccc1OCCN1CCOCC1 the results were D1 antagonist 4, RXFP1 ag 1.8%, D1 agonist 1, RXFP1 antagonist -8, TRHR enhancer 1, TRHR ag 0.5, Anesthetic bind -12%, D2 PAM 2 and D1 potentiator -5.
For O=C(Cn1c(O)c(/C=C2\C=Nc3ccccc32)sc1=O)Nc1ccc2c(c1)OCO2 the results were D1 antagonist -7, RXFP1 ag -0.3%, D1 agonist 2, RXFP1 antagonist 2, TRHR enhancer 9, TRHR ag 1.2, Anesthetic bind -11%, D2 PAM -2 and D1 potentiator -3.
Screening COc1ccc(/C=C/C(=O)N2CCOCC2)cc1OC returned D1 antagonist 2, RXFP1 ag 1.6%, D1 agonist -1, RXFP1 antagonist 9, TRHR enhancer -7, TRHR ag 0.6, Anesthetic bind -3%, D2 PAM 6 and D1 potentiator -4.
Screening Cc1nc(C)c(C(=O)N(c2ccc(F)cc2)C(C(=O)NCC2CCCO2)c2ccccc2)s1 (stereo unspecified) returned D1 antagonist 1, RXFP1 ag 3.2%, D1 agonist -4, RXFP1 antagonist -20, TRHR enhancer -3, TRHR ag 0.4, Anesthetic bind 0%, D2 PAM 24 and D1 potentiator 5.
CCCCCCSc1ccc(-c2nc3ccc(C)cn3c2NCc2ccccc2)cc1 was read as D1 antagonist -36*, RXFP1 ag 9.5%, D1 agonist 0, TRHR enhancer -1, TRHR ag 0.3, D2 PAM -6 and D1 potentiator -10.
Screening O=S(=O)(c1cccc(-c2nc3ccccc3s2)c1)N1CCCC1 returned D1 antagonist -11, RXFP1 ag 0.1%, D1 agonist 2, RXFP1 antagonist 5, TRHR enhancer 3, TRHR ag 0.2, Anesthetic bind 10%, D2 PAM 1 and D1 potentiator 0.
CCOC(=O)c1c(C)[nH]c(C(=O)OCc2ccccc2F)c1C was read as D1 antagonist 7, RXFP1 ag 2.7%, D1 agonist 31*, RXFP1 antagonist -12, TRHR enhancer 19, TRHR ag -0.5, Anesthetic bind -5%, D2 PAM 9 and D1 potentiator 9.
Cc1nn(CCN)c(C)c1Cl was read as D1 antagonist 2, RXFP1 ag -0.7%, D1 agonist 3, RXFP1 antagonist -5, TRHR enhancer 4, TRHR ag 0.7, Anesthetic bind -3%, D2 PAM 5 and D1 potentiator 3.
Screening Cc1ccc(OCC(=O)N/N=C/c2ccc([N+](=O)[O-])o2)cc1 returned D1 antagonist 5, RXFP1 ag -0.6%, D1 agonist 0, RXFP1 antagonist 5, TRHR enhancer -9, TRHR ag 0.2, Anesthetic bind -11%, D2 PAM -9 and D1 potentiator -1.
CCc1cccc2c(C(=O)CN3C(=O)NC4(CCc5ccccc54)C3=O)c[nH]c12 (stereo unspecified) was read as D1 antagonist -11, RXFP1 ag -0.2%, D1 agonist 0, RXFP1 antagonist -30, TRHR enhancer 8, TRHR ag 0.7, D2 PAM -1 and D1 potentiator -2.

In the list so far, 2 contain a COOH group:
For Cc1nc(C(=O)O)cc2c1[nH]c1ccccc12 the results were D1 antagonist 8, RXFP1 ag 4.5%, D1 agonist 2, TRHR enhancer -5, TRHR ag 0.1, D2 PAM -3 and D1 potentiator -2.
`CC(Sc1nc2c(c(=O)n(C)c(=O)n2C)n1Cc1cc2c(cc1Cl)OCO2)C(=O)O` (stereo unspecified) gave D1 antagonist 1, RXFP1 ag 0.4%, D1 agonist 2, RXFP1 antagonist -10, TRHR enhancer 5, TRHR ag 0.0, Anesthetic bind -19%, D2 PAM 1 and D1 potentiator -1.

Compound activity (PubChem BioAssay)

Only part of the results is shown; the hit share may differ from the screen's.
